# FLuc modulator = inhibits or activates purified firefly luciferase, miR-21 counter-screen; P08659; purified FLuc, Km substrates, luminescence inhibition; Potency, µM (top dose mostly 57.5 µM), for inactives: at the highest dose activity change, negative = inhibition, actives largely listed as inhibitors; actives 6.9% (n = 360,000); AID 588342;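 further: potency means the concentration at half of the fitted maximal effect; plate controls were vehicle for no effect and reference inhibitor for full effect; nearly all actives have a fitted effect of over 55% in size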
# Target sequence (P08659 whole entry, looked up): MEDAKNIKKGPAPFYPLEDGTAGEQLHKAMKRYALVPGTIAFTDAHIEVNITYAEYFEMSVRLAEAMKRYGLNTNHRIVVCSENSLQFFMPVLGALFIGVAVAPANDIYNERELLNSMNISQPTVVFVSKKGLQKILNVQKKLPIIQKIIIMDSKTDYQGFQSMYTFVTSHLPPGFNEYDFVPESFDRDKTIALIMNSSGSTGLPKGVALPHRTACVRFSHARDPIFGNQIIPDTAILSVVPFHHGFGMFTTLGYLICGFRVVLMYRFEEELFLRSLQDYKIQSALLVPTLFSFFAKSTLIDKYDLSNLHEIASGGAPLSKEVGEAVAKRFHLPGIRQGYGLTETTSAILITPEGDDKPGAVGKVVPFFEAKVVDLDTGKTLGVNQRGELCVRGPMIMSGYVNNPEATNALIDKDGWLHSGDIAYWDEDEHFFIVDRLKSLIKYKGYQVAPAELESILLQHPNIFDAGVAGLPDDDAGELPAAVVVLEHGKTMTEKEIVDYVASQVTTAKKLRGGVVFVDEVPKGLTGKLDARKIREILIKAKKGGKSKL
#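 Biochemical qHTS of compounds, final roughly 60 µM downward over six points, against 10 nM purified firefly luciferase using Km concentrations of substrates (10 uM D-luciferin, 10 uM ATP) in Tris acetate pH 7.5 buffer; luminescence output.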
# Coupling enz = inhibits coupling enzyme system, counter-screen for aldolase hits | coupling enzyme system counterscreen, AmpLite Red fluorescence | activity change, negative = inhibition, % at 58.2 µM, hits read low | actives 0.67% (n = 290,000) | AID 2472; in the data active means activity change below about -30%; further: on the % scale 0 is the no-effect control and ±100 the full control effect
#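 Fluorescence at 525 nm excitation and 598 nm emission measured inhibition of the coupled detection system without aldolase. Compounds (at 57.5 uM final) were preincubated 10 min at room temperature with coupling enzyme reagent before a 20 min substrate/AmpLite Red step.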
# KCNH2 3.1 inh = KCNH2 3.1 (human) potassium channel inhibition | U2OS KCNH2 3.1, thallium flux FluxOr; active compounds read low | activity change, % (tested at about 1.8 µM) | actives 0.95% (n = 340,000);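 active means maximum activity change below -70%; inconclusive means maximum activity change from -70% to -50%; inactive means maximum activity change above -50%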;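 further: thallium influx rate constant from kinetic fluorescence after stimulation buffer; on the % scale 0 is the no-effect control and ±100 the full control effect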
#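 Thallium flux via FluxOr fluorescence (Red40 quencher, 45 min loading) in U2OS cells virally expressing the KCNH2 3.1 isoform (1.77 x 10^8 /mL virus, overnight at 37 C). Rate constants from 2-min kinetic reads post-stimulation, normalised to positive and negative controls.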
# Rab9 promoter act = activators of Rab9 promoter | actives 2.8% (n = 320,000) | Potency, µM (series often up to 9.22 µM), inactives show at the highest dose activation, negative = inhibition, hits mostly activators | Huh7 Rab9 promoter-luciferase reporter, luminescence, 24 h; further: potency means the concentration at half of the fitted maximal effect; % of control where 0% means no effect; nearly all actives have a fitted effect of over 60% in size
#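 Measured in stably transfected Huh7 cells bearing a Rab9 promoter–luciferase construct: 24 h compound treatment at 37 °C, followed by luminescence detection.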
# NPC1 prom act = activates the NPC1 promoter | Huh7 NPC1 promoter luciferase reporter, 24 h | Potency, µM (series often up to 9.22 µM), inactives show at the highest dose activation, usual class: activators | actives 2.4% (n = 320,000) | AID 485313;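 further: potency means the concentration at half of the fitted maximal effect; % of control where 0% means no effect; nearly all actives have a fitted effect of over 60% in size; reporter is driven by a mutant NPC1 promoter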
#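 Cells: Huh7 expressing luciferase under the NPC1 promoter, 1500/well. Seeded 2 h, compound added, incubated 24 h at 37 °C. Luciferase reagent, 10 min ambient, then luminescence.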
# ELG1 genotox = inducers of genotoxicity in HEK293T ELG1-luciferase cells. HEK293T ELG1-luciferase reporter, luminescence, 16 h. Potency, µM (series often up to 46 µM), without a hit: at the top dose activity change, positive = activation, most hits filed as activators. actives 1.3% (n = 330,000). AID 504466; further: potency means the concentration at half of the fitted maximal effect; % of control where 0% means no effect; nearly all actives have a fitted effect of over 60% in size
#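 Quantitative HTS format in 1536-well plates. HEK293T ELG1-luciferase reporter cells receive test compound and are incubated 16 hr at 37 °C, 5% CO2; ONE-Glo added, 30 min room temperature, then luminescence read.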
# VP16 counter = counter-screen for ROR gamma inhibitors: Gal4-VP16 reporter. Drosophila S2 Gal4-VP16 UAS-luciferase, luminescence, 20 h. Potency, µM (top dose mostly 53.6 µM), inactives show top-dose activity, negative = inhibition, hits mostly inhibitors. AID 2546. actives 3.5% (n = 310,000);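 further: Gal4-VP16 expression switched on by copper sulfate through the metallothionein promoter; potency means the concentration at half of the fitted maximal effect; on the % scale 0 is the no-effect control and ±100 the full control effect; nearly all actives have a fitted effect of over 50% in size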
# RORg inh = blocks mouse ROR gamma transcriptional activity | AID 2551 | actives 5.4% (n = 310,000) | Drosophila S2 Gal4-RORgamma UAS-luciferase reporter, 20 h | Potency, µM (titrated, usually from 53.6 µM), for the others: at the highest dose activity change, negative = inhibition, actives largely listed as inhibitors | P51450; further: potency means the concentration at half of the fitted maximal effect; on the % scale 0 is the no-effect control and ±100 the full control effect; nearly all actives have a fitted effect of over 60% in size
# Target sequence (P51450 whole entry, looked up, the tested form may be a part): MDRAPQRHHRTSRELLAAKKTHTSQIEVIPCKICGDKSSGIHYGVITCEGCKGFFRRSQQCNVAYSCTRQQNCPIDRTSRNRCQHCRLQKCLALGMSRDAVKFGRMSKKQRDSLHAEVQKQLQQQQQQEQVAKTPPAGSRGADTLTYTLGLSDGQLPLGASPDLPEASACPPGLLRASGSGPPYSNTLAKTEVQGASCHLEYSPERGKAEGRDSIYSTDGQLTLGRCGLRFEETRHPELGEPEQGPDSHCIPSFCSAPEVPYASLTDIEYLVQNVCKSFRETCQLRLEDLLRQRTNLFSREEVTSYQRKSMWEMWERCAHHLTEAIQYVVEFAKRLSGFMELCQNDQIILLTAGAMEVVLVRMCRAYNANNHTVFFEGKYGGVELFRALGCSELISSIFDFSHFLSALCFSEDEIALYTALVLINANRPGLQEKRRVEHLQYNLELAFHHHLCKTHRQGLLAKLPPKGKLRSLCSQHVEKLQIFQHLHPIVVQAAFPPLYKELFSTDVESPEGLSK
#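 Luminescence from a UAS-regulated Photinus luciferase reporter in stably transfected Drosophila Schneider cells is measured; decreased signal marks ROR gamma inhibition. Fusion expression is induced by 700 uM copper sulfate for 20 hr.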
# Tb PFK inh = blocks T. brucei phosphofructokinase. T. brucei PFK, ADP-Glo luminescence. actives 0.17% (n = 330,000). O15648. Potency, µM (highest dose often 57.5 µM), inactives show top-dose activity, negative = inhibition, usual class: inhibitors. AID 485367;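 further: potency means the concentration at half of the fitted maximal effect; 0% = uninhibited 1x PFK enzyme wells and -100% = no-enzyme wells; nearly all actives have a fitted effect of over 60% in size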
#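 PFK 1.25 nM, F6P 0.5 mM, ATP 0.1 mM, 0.1 M TEA pH 8.0, 5 mM MgCl2, 0.01% Tween20, 0.1% BSA; 45 min RT. ADP-Glo readout. qHTS titration up to 57 uM; curves fitted, compounds curve-classed.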
# uPA generation = blocks generation of uPA at the cell surface; cell surface uPA generation assay, qHTS; Potency, µM (top dose mostly 38.3 µM), inactives show at the highest dose activity change, negative = inhibition, usual class: inhibitors; actives 0.31% (n = 330,000); AID 540303; active means well fitted inhibition curve with a large enough effect; inconclusive means small, poorly fitted or top-dose-only effect; inactive means no such curve, though single readings can be large or run the other way; tested in mouse RAW 264.7 cells; further: potency means the concentration at half of the fitted maximal effect; on the % scale 0 is the no-effect control and ±100 the full control effect; nearly all actives have a fitted effect of over 55% in size
# Giardia killer = Giardia lamblia killing; Giardia lamblia trophozoite viability; activity change, % at 7.66 µM, hits read low; actives 0.15% (n = 340,000); in the data active means activity change below about -80%; inconclusive means between about -30% and that limit;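 further: parasites exposed to compound for two days anaerobically before the ATP read; on the % scale 0 is the no-effect control and ±100 the full control effect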
#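 Anaerobic 48 hrs incubation at 37 deg C of 100 trophozoites/well with test compounds; ATPLite 1-Step luminescence, 15-30 min RT, reports cellular ATP as viability.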
# * marks the source's active call; other numbers are inactive results; ? = inconclusive; nt = not tested or not shown; & = joins results of further samples; [ ] = dose if it differs, or a comment. Unless noted, the call rests on the fitted dose curve; in most records, active means well fitted curve in the direction sought with a large enough effect; inconclusive means small, poorly fitted or top-dose-only effect, or another doubt; inactive means no such curve, though single readings can be large; an effect the other way counts as inactive or inconclusive.
# Start of the listing, in advance (3 entries):
SMILES,FLuc modulator,Coupling enz,KCNH2 3.1 inh,Rab9 promoter act,NPC1 prom act,ELG1 genotox,VP16 counter,RORg inh,Tb PFK inh,uPA generation,Giardia killer
Cc1ccc(CN2CCN(CC(=O)N/N=C/c3ccc(C)o3)CC2)cc1,-1%,3,9,2%,1%,?,0%,-14%,2%,16%,1
CCCCN(C(=O)C(C)(C)Oc1ccc(Cl)cc1)c1c(N)n(CCC)c(=O)[nH]c1=O,0%,nt,-3,2%,-4%,0%,nt,nt,1%,-4%,-5
Cc1nc(SCC(=O)Nc2ccccc2Cl)oc1C,1%,nt,1,0%,-1%,-1%,0%,-12%,1%,1%,4

# Main list, from the start:
SMILES,FLuc modulator,Coupling enz,KCNH2 3.1 inh,Rab9 promoter act,NPC1 prom act,ELG1 genotox,VP16 counter,RORg inh,Tb PFK inh,uPA generation,Giardia killer
Cc1ccc(CN2CCN(CC(=O)N/N=C/c3ccc(C)o3)CC2)cc1,-1%,3,9,2%,1%,?,0%,-14%,2%,16%,1
CCCCN(C(=O)C(C)(C)Oc1ccc(Cl)cc1)c1c(N)n(CCC)c(=O)[nH]c1=O,0%,nt,-3,2%,-4%,0%,nt,nt,1%,-4%,-5
Cc1nc(SCC(=O)Nc2ccccc2Cl)oc1C,1%,nt,1,0%,-1%,-1%,0%,-12%,1%,1%,4
Cc1ccc(-c2csc(NC(=O)C3=NN(c4ccccc4)C(=O)CC3)n2)cc1,8.5µM*,0,-1,-29%,-7%,-13%,-24%,32%[10 µM],1%,3%,-29
C=CCn1c(SCC(=O)Nc2ncc(Cc3ccc(Br)cc3)s2)nnc1-c1ccncc1,4%,2,6,1%,-2%,-2%,-9%,-4%,0%,-1%,3
COc1ccc(C=O)cc1COc1ccc(F)cc1F,-1%,-3,10,4%,4%,11%,-13%,9%,?,7%,-1
CCCC(=O)Nc1cc(C(=O)N(C)CC(OC)OC)ccc1S(=O)(=O)c1ccc(C)cc1,5%,0,-6,0%,0%,2%,2%,6%,0%,?,5
CCCC(=O)Nc1ccc(C(=O)Nc2ccc([N+](=O)[O-])cc2OC)cc1,0%,-4,17,-12%,-4%,-10%,-1%,20%,-15%,1%,?
O=C1C2C(C(=O)N1/N=C/c1cccc([N+](=O)[O-])c1)C1C=CC2C12CC2 (stereo not given),7.6µM*,2,0,?,?,?,1%,23%,0%,-2%,-15
O=S(=O)(Nc1ncnc2sccc12)c1cccc(F)c1,nt,nt,0,nt,nt,0%,nt,nt,-1%,3%,-4
Nc1nonc1-n1nnc(C(=O)N/N=C/c2ccccc2Cl)c1COc1ccc(F)cc1,-2%,-25,-6,-1%,-3%,-2%,-9%,?,3%,1%,54[activator]
CCOC(=O)c1cnc(-c2ccccc2)nc1N1CCOCC1,-2%,1,6,-6%,-4%,-10%,4%,-3%,-1%,6%,4
Cc1ccc(CN(Cc2ccccc2)C(=S)NCC(=O)NCc2cccnc2)o1,-9%,-1,-10,1%,-11%,-5%,7%,-14%,-9%,0%,8
O=C1C2CC=C(Cl)CC2C(=O)N1CN(Cc1ccco1)CN1C(=O)C2CC=C(Cl)CC2C1=O (stereo not given),-2%,2,3,-5%,-1%,3%,-3%,2%,?,6%,0
Nc1nc(NCC2CCCO2)nc(Nc2cccc(F)c2)c1[N+](=O)[O-] (stereo not given),-1%,2,-2,0%,-2%,8%,1%,-14%,0%,0%,-6
O=C(CCN1C(=O)c2ccccc2S1(=O)=O)Nc1ccc(Cl)cc1,-7%,2,-84*,6%,-6%,2%,0%,2%,-4%,-8%,-5
CCC1CCCCN1CCCNC(=O)C(C)n1nc(C)c2sc3ccccc3c2c1=O (stereo not given),0%,0,0,-2%,0%,-2%,-2%,-27%,1%,-15%,2
CCCCN(C(=O)CCn1c(=O)oc2ccccc21)c1ccccc1,1%&1%,-3,0,-1%,0%,-8%,1%,8%,-11%,4%,-5
O=C(N/N=C\c1ccccn1)C1COc2cc3ccccc3cc2O1 (stereo not given),-10%,-4,8,?,-4%,-3%,?,4.5µM*,7%,-1%,4
O=C(O)CC12CSc3[nH]c(=O)sc3C1c1ccccc1OC2=O (stereo not given),9%,-11,nt,-1%,1%,0%,-4%,-1%,-1%,nt,nt
CCOc1ccccc1Oc1coc2cc(OCC(=O)O)ccc2c1=O,-13%,12,-14,-1%,1%,-2%,-2%,?,-8%,2%,-3
CNc1nc(NN)nc(Nc2ccccc2)n1,-15%,-7,3,7%,-6%,0%,?,?,1%,-5%,-15
Cc1nc2c(nnn2Cc2c(Cl)cccc2Cl)c(=O)[nH]1,0%,0,10,10%,3%,4%,-9%,21%[1.91 µM],0%,-2%,28
CCOc1ccc(NC(=O)CSc2nnc(Cc3cccn3C)n2-c2ccc(F)cc2)cc1,-1%,-1,-4,1%,-3%,-1%,-2%,39%,-1%,13%,27
C=C(C)c1cccc(C(C)(C)NC(=O)NC2CCCC2)c1,1%,2,11,-1%,0%,0%,-9%,13%,-2%,1%,3
Cc1ccccc1OCCn1c(=O)sc2ccccc21,-20%,0,-1,0%,0%,1%,27%,-3%,1%,7%,12
COc1ccc(C(=O)OCC(=O)N2CCc3ccccc3C2)cc1OC,nt,nt,-7,nt,nt,1%,nt,nt,-3%,13%,-3
O=C(COC(=O)c1cnccn1)NCCc1ccccc1,0%,3,7,4%,2%,1%,-2%,-2%,4%,0%,-2
COC(=O)c1cc(S(=O)(=O)N2CCC(c3ccccc3)C2)c[nH]1 (stereo not given),-3%,nt,-27,-7%,-3%,-8%,-13%,42%,0%,14%,2
CC(C)C[C@H](NC(=O)CCn1nnc2ccccc2c1=O)C(=O)O,-1%,1,-5,-5%,-3%,1%,-5%,2%,-7%,2%,-28

# Compound profiles, from the list above.
# Results for CNc1nc(NN)nc(Nc2ccccc2)n1 → FLuc modulator: -15%; Coupling enz: -7; KCNH2 3.1 inh: 3; Rab9 promoter act: 7%; NPC1 prom act: -6%; ELG1 genotox: 0%; VP16 counter: ?; RORg inh: ?; Tb PFK inh: 1%; uPA generation: -5%; Giardia killer: -15
# Results for O=C1C2C(C(=O)N1/N=C/c1cccc([N+](=O)[O-])c1)C1C=CC2C12CC2 (stereo not given) → FLuc modulator: 7.6µM*; Coupling enz: 2; KCNH2 3.1 inh: 0; Rab9 promoter act: ?; NPC1 prom act: ?; ELG1 genotox: ?; VP16 counter: 1%; RORg inh: 23%; Tb PFK inh: 0%; uPA generation: -2%; Giardia killer: -15

# (more compounds)
SMILES,FLuc modulator,Coupling enz,KCNH2 3.1 inh,Rab9 promoter act,NPC1 prom act,ELG1 genotox,VP16 counter,RORg inh,Tb PFK inh,uPA generation,Giardia killer
NS(=O)(=O)c1ccc(-n2nncc2-c2ccco2)cc1,1%,0,-6,-2%,0%,1%,10%,-2%,-1%,7%,10
CCCCC(=O)O[C@H]1CC[C@H]2[C@@H]3CCc4cc(O)ccc4[C@H]3CC[C@]12C,-8%,-6,-7,-2%,-6%,6%,?,25%,-7%,11%,-10
Cc1nn(Cc2ccccc2)c(C)c1C(=O)N1CCN(S(=O)(=O)/C=C/c2ccccc2)CC1,4%,nt,-12,3%,-3%,-2%,nt,nt,3%,2%,11
O=C(Nc1ccccc1C(=O)N1CCOCC1)c1ccc(Cl)cc1,4%,-1,-4,-2%,-3%,-1%,-15%,-10%,-5%,3%,32[activator]
CCCCn1c(O)c(C(CC)=Nc2ccc3c(c2)CCC3)c(=O)[nH]c1=O,-1%,0,19,0%,1%,-4%,1%,32%,-3%,3%,5
Cc1cc(C)nc(NS(=O)(=O)c2ccc(N=NN(C)C)cc2)n1,-4%,0,7,-2%,-2%,0%,-1%,-3%,-2%,6%,8
O=C(NCc1ccc(F)cc1)C1Cc2ccccc2CN1C(=O)c1ccco1 (stereo not given),5%,1,-4,1%,-4%,-1%,7%,35%,2%,-71%,11
CN1CCC(N(C)C(=O)Cc2ccccc2[N+](=O)[O-])CC1,-2%,-4,18,3%,-6%,-3%,-3%,-3%,0%,4%,-5
CCC(Oc1ccc(C)c(C)c1)C(=O)O (stereo not given),4%,1,3,-5%,-1%,2%,-7%,3%,28%,3%,-3
COC(=O)Cc1ccc(OCc2ccc(Cl)nc2)cc1,15µM*,-5,6,?,2.5µM*,?,-3%,-6%,-5%,-10%,7
CCN(CC)S(=O)(=O)c1ccc(N2CCCC2)c(C(=O)Nc2ccc(OC)c(Cl)c2)c1,11%,6,-3,-4%,-32%[inhibitor],0%,-9%,-27%,-3%,-3%,-4
Cc1ccccc1NC(=O)CSc1nnc(CNC(=O)c2ccc3c(c2)OCO3)n1C,?,-1,-16,-7%,1%,4%,4%,-2%,-2%,-5%,-3

# Screening data from PubChem.
